Assay outcomes: PubChem BioAssay, several laboratories
Dyrk1A ADPGlo: rat Dyrk1A kinase inhibitors, primary screen, biochemical, single point, plate reader | Dual specificity tyrosine-phosphorylation-regulated kinase 1A (Rattus norvegicus), Q63470 | inhibition, % at 12.5 µM | hit rate 0.43% among 310,000 | ADP-Glo luminescence, NFATc1 peptide; in the data active = inhibition above about 50%;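 also: plate controls were vehicle with enzyme for no effect and no enzyme for full effect; many of its hits are not listed in these tables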
KCNK3 inh: human KCNK3 channel inhibitors, primary screen, CHO cells, FluxOR thallium flux, B-score; FluxOR fluorescence; stronger effect = lower value; B-score at 10 µM; Potassium channel subfamily K member 3 (Homo sapiens), O14649; hit rate 0.84% among 340,000;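 active = B-score under library mean minus 4 SD, starting fluorescence ratio at most library mean plus 5 SD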;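 also: more negative B-score means stronger inhibition of thallium flux through KCNK3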
GSK3B inh: human GSK3beta kinase inhibitors, primary screen, biochemical, cell-free homogeneous, HTS. GST-GSK3beta kinase, ADP-Glo luminescence, 60 min; stronger effect = lower value. AID 2097, 2009. hit rate 0.038% among 300,000. activity score (negative = inhibition), % at 10 µM. Glycogen synthase kinase-3 beta (Homo sapiens), P49841;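 active = more than half of replicate wells score below -50%, meaning over 50% inhibition versus plate controls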;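 also: 0% = median DMSO wells and -100% = median GW8510 positive control wells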
Target sequence (P49841 whole entry, looked up): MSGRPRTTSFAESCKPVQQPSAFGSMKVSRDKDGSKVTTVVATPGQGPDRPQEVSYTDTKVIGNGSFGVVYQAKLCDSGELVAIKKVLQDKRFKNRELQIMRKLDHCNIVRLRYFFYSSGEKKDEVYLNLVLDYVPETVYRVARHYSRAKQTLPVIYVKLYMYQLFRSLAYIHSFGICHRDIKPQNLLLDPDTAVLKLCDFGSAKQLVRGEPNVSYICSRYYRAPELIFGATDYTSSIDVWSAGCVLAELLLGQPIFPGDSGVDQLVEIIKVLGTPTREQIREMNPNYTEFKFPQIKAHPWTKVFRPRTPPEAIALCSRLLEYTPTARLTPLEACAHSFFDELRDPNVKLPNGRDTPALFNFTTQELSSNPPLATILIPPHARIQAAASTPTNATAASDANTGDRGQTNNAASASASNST
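Test system – GST-tagged human GSK3beta kinase, cell-free · Incubation – 60 min enzyme reaction, room temperature · Signal – ADP-Glo luminescence · Also added – peptide substrate and ATP at 25 µM · Controls – DMSO neutral wells and GW8510 at 20 µM as positive · Buffer or medium – Tris/MgCl2 kinase buffer · Measure – Luminescence-derived activity versus plate DMSO and GW8510 wells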
HDAC3 inh: HDAC3 deacetylase inhibitors, primary screen, biochemical, fluorescence, cell-free homogeneous; Histone deacetylase 3 (Homo sapiens), O15379; recombinant HDAC3, fluorogenic peptide/trypsin coupled; inhibition, % at 8.3 µM; hit rate 0.15% among 320,000; in the data active = inhibition above about 26%, passing the limit was not always enough
Target sequence (O15379 whole entry, looked up): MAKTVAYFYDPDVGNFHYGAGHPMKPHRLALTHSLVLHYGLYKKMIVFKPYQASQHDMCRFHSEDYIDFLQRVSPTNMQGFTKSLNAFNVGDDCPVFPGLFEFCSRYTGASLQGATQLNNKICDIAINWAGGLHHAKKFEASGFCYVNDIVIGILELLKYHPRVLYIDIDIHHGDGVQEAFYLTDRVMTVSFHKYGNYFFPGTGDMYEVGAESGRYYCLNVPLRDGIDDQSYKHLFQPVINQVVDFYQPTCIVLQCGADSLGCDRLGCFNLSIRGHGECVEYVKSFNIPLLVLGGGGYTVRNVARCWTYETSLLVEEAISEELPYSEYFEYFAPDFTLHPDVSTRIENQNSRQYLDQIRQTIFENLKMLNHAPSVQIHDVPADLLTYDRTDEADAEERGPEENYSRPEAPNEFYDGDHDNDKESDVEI
GSK3 alpha inh: blockers of GSK3A enzyme activity – biochemical, luminescence, cell-free homogeneous, HTS, primary screen. inhibition, % at 10 µM. AID 2650, 2010. hit rate 0.1% among 320,000. GSK-3 alpha kinase, ADP-Glo luminescence, 60 min. Glycogen synthase kinase-3 alpha (Homo sapiens), P49840;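 in the data active = inhibition above about 50%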;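 also: GST-tagged GSK-3 alpha with peptide substrate and 25 µM ATP; 0% = DMSO neutral wells and 100% = GW8510 positive control wells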
KCNQ1 block: inhibitors of human KCNQ1 channel, primary screen, cell-based, thallium flux, high-throughput. CHO-K1 KCNQ1, FluxOR thallium flux fluorescence; stronger effect = higher value. B-score at 10 µM. hit rate 1.3% among 310,000. AID 2642, 2010;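 active = compounds whose thallium flux B-score, printed positive for inhibition, exceeds three library SD while starting fluorescence stays within three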;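 also: channel opened by potassium depolarization with thallium stimulus after 20 min compound exposure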
KCNK9 block: KCNK9 potassium channel inhibitors, primary screen, HEK293 cells, thallium flux. Potassium channel subfamily K member 9 (Homo sapiens), Q9NPC2. FluxOR thallium flux fluorescence; stronger effect = lower value. B-score at 10 µM. hit rate 1.2% among 310,000;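 active = ratio B-score over 3 SD below the library mean, with starting fluorescence within 5 SD of its mean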;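 also: negative B-score means less thallium flux so channel inhibition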
PolyA inh: polyadenylation inhibitors in yeast reporter cells, primary screen, luminescence, S. cerevisiae | S. cerevisiae SKY197-pL101 polyadenylation reporter, beta-gal luminescence; efflux-impaired pdr1/pdr3 knockout yeast; score 100 = 6 SD above DMSO | calls only at 12 µM | hit rate 0.02% among 300,000 | AID 1875, 2009;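 active = lowest replicate activity score at least 50, where 100 means six control SD above control mean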;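 also: yeast exposed to compound for 9 h at 30 °C; higher score means more reporter readthrough which indicates perturbed polyadenylation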
RGS4 act: RGS4 potentiators or activators, primary screen, cell-based, HEK293 M3R inducible RGS4, calcium flux. carbachol calcium flux Fluo4; stronger effect = lower value. B-score at 10 µM. hit rate 0.92% among 310,000. AID 463111, 2010;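 active = B-score of the integrated calcium signal more than 4 SD below the library mean, with starting fluorescence not abnormally high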;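 also: negative B-score means reduced calcium response which marks RGS4 activation or potentiation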
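test system = HEK293 cells with stable M3R and inducible RGS4 | schedule = recording 10 s baseline at 1 Hz, 100 s post-agonist | technique = Fluo4-AM (2 µM) calcium-flux fluorescence, kinetic read | measure = Agonist-evoked peak-minus-minimum fluorescence over baseline, integrated ratio, B score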
hERG rescue: hERG rescue from dofetilide block, primary screen, cell-based, CHO-hERG, FluxOR thallium flux, dofetilide IC70; Voltage-gated inwardly rectifying potassium channel KCNH2 (Homo sapiens), Q12809; dofetilide IC70 present; activation (rescue from dofetilide block), less the hit threshold, % at 10 µM; hit rate 0.51% among 310,000; AID 1511, 2009;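 active = activation above the mean of controls blocked by dofetilide plus 5 SD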;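 also: thallium influx through hERG after potassium depolarization seen as dye fluorescence rise; in these data hits start at about 4.7%; inactives centre near -7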
KCNQ1 pot: potentiators or activators of KCNQ1 channel, primary screen, cell-based, thallium flux, high-throughput; CHO-K1 KCNQ1, thallium flux FluxOR fluorescence; stronger effect = higher value; B-score at 10 µM; hit rate 0.35% among 310,000; AID 2648, 2010;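 active = fluorescence ratio B-score, a plate-corrected score, at least three library SD, with initial intensity B-score within 5 SD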
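Medium – assay buffer, equal DMSO in all wells · Material – CHO-K1 cell line with stable KCNQ1 potassium channel expression · Signal – kinetic FluxOR thallium fluorescence, 10-s 1-Hz baseline, 110-s post-stimulus read · Compound – single concentration per compound, DMSO matched to controls · Schedule – 37 °C overnight plating, 90-min dark dye load, 20-min compound pretreatment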
The depositor's hits bear a star; i = inactive; . = no result given.

SMILES	Dyrk1A ADPGlo	KCNK3 inh	GSK3B inh	HDAC3 inh	GSK3 alpha inh	KCNQ1 block	KCNK9 block	PolyA inh	RGS4 act	hERG rescue	KCNQ1 pot
CCOC(=O)c1sc2nc(CSc3ccccc3)[nH]c(=O)c2c1C	0	i	2	0	0	i	i	i	i	-8	i
O=C(CN1C(=O)c2ccc([N+](=O)[O-])cc2C1=O)NCc1ccco1	2	i	-1	-9	-1	i	i	i	i	-8	i
C=CCn1cn[nH]c1=S	-6	i	-1	1	0	i	i	i	i	-11	i
O=C1NCCN(Cc2ccoc2)C1CC(=O)N(Cc1ccccc1)CC1CCC1 (stereo unspecified)	.	i	2	1	-1	i	i	i	i	-7	i
O=C(Nc1cccc(-c2cccc(F)c2)c1)C1CCN(Cc2ccc(CO)o2)CC1	-1	i	-1	-1	-1	i	i	i	i	-13	i
COc1ccc(C(=O)CSc2nc(C)cc(=O)[nH]2)cc1C	0	i	3	13	0	i	i	i	i	-5	i
C#CCOc1ccc(/C=C2\SC(=S)N(Cc3cccnc3)C2=O)cc1	-5	i	2	-1	-2	i	i	i	i	-7	i
CCOC(=O)Nc1ccc(C)cc1C	12	i	0	-6	1	i	i	i	i	-9	i

For reference, part of the list above.
SMILES	Dyrk1A ADPGlo	KCNK3 inh	GSK3B inh	HDAC3 inh	GSK3 alpha inh	KCNQ1 block	KCNK9 block	PolyA inh	RGS4 act	hERG rescue	KCNQ1 pot
C=CCn1cn[nH]c1=S	-6	i	-1	1	0	i	i	i	i	-11	i
O=C1NCCN(Cc2ccoc2)C1CC(=O)N(Cc1ccccc1)CC1CCC1 (stereo unspecified)	.	i	2	1	-1	i	i	i	i	-7	i

Continued:
SMILES	Dyrk1A ADPGlo	KCNK3 inh	GSK3B inh	HDAC3 inh	GSK3 alpha inh	KCNQ1 block	KCNK9 block	PolyA inh	RGS4 act	hERG rescue	KCNQ1 pot
CCN(Cc1ccccc1)C(=O)CN1C(=O)NC2(CC(C)CC(C)(C)C2)C1=O (stereo unspecified)	-5	i	1	0	-3	i	i	i	i	-13	i
O=C(c1ccc(F)cc1)c1cc2ccc(O)cc2oc1=O	23	i	-13	4	23	i	i	i	i	-9	i
COc1nc(N)nc(N2CCOCC2)n1	-3	i	2	1	-2	i	i	i	i	-8	i
NC(=O)CSc1nnnn1-c1ccc(OC(F)(F)F)cc1	-9	i	1	-4	-1	i	i	i	i	-5	i
COc1ccc(CNS(=O)(=O)c2ccc(C3CNC(=O)C3)cc2)cc1 (stereo unspecified)	-3	i	0	2	-1	i	i	i	i	-2	i
CC(=O)c1ccc(N2CCN(C(=O)/C=C/c3cccs3)CC2)cc1	0	i	1	-1	-4	i	i	i	i	-7	i
Cn1[nH]c(-c2ccccc2)c(/C=N/O)c1=O	-2	i	0	-11	-2	i	i	i	i	-5	i
CN1C2C=C3C(C#N)=C(N)C(C#N)(C#N)[C@@H](c4cccs4)C3C1CC2 (stereo partly specified)	11	i	-10	-3	12	i	i	i	i	-9	i
CCOC(=O)c1c(NC(=O)c2ccnn2C)sc(C)c1C	3	i	2	-6	-1	i	i	i	i	-7	i
NC(=O)c1c(NC(=O)c2ccc(S(=O)(=O)N3CCOCC3)cc2)sc2c1CCCCC2	2	i	1	-3	-3	i	i	i	i	-12	i
COc1cc(CNc2nc3ccccc3[nH]2)cc(OC)c1OC	1	i	4	-1	-2	i	i	i	i	-10	i
O=C1c2ccccc2C(=O)c2c1cccc2N1CCN(C/C=C/c2ccccc2)CC1	2	i	1	-3	1	i	i	i	i	-14	i
CCn1ccnc1CN1CCCC(C(=O)c2ccc3cc(OC)ccc3c2)C1 (stereo unspecified)	-3	i	1	-16	-2	i	i	i	i	-9	i
O=C(CSc1nnc(C2CCCCC2)o1)N1CCCCC1	4	i	-1	3	-1	i	i	i	i	-14	i
COc1ccc(CN(C)CC(=O)Nc2cc3oc4ccccc4c3cc2OC)c(OC)c1	-1	i	-1	13	2	i	i	i	i	-13	i
Fc1ccccc1-c1nc(-c2cnccc2C(F)(F)F)no1	-12	i	-5	-4	-2	i	i	i	i	-3	i
CCCC(=O)N1CCN(c2ccc(NC(=O)c3cc4ccccc4o3)cc2Cl)CC1	2	i	-1	13	0	i	i	i	-8.6*	-24	i
CC(=O)c1cccc(NC(=O)CN2C(=O)COc3ccc(S(=O)(=O)N4CCOCC4)cc32)c1	2	i	2	4	0	i	i	i	i	-6	i
CCOc1ccc(-c2nnc(-c3ccccc3)o2)cc1	-8	i	-6	-4	-1	i	i	i	i	-7	i
Cc1ccc(C(c2cc(Br)ccc2O)N2CCSCC2)cc1 (stereo unspecified)	-5	i	-1	3	0	7*	i	i	i	-7	i
CCOc1ccc(S(=O)(=O)Nc2cccc(N(C)S(C)(=O)=O)c2)cc1	-3	i	0	-1	1	i	i	i	i	-11	i
COc1ccc(Nc2cc(C)nc(N)n2)cc1	1	i	0	2	-2	i	i	i	i	-6	i
Cc1ccc(S(=O)(=O)N2CCN(c3ccc([N+](=O)[O-])cn3)CC2)cc1	.	i	3	-6	1	i	i	i	i	-7	i
Cc1ccc(C(=O)N2CCN(Cc3ccc4c(c3)OCO4)CC2)c(Cl)c1	-15	i	-1	3	-1	i	i	i	i	-10	i
O=C(Nc1ccc2c(c1)nc1n2CCN(Cc2ccccc2)C1)NC1CCCCC1	4	i	-2	-30	2	i	i	i	i	-1	i
CCCOc1cccc(-c2nnc(NC(=O)c3ccco3)s2)c1	-2	i	3	-5	-1	i	i	i	i	-10	i
COCCOC(=O)C1=C(C)N=C2SCCC(=O)N2C1c1ccc(C(=O)OC)cc1 (stereo unspecified)	16	i	0	-3	0	i	i	i	i	-3	i
Cn1c(CN2CCOCC2)nc2cc(NC(=O)COc3ccc([N+](=O)[O-])cc3)ccc21	-5	i	-2	-7	-9	i	i	i	i	-8	i
O=C(O)CCC(=O)N1CCc2cc(S(=O)(=O)Nc3ccc4c(c3)OCCO4)ccc21	-5	i	-2	-4	-2	i	i	i	i	-4	i
CC(C)CCn1c(Oc2ccccc2Cl)nc2c1c(=O)n(C)c(=O)n2C	1	i	-3	-2	-1	i	i	i	i	-8	i
O=[N+]([O-])c1cccc(S(=O)(=O)NCc2ccncc2)c1	-5	i	1	1	0	i	i	i	i	-14	i
COc1ccc(CC(=O)Oc2ccccc2[N+](=O)[O-])cc1	-2	i	1	3	-1	i	i	i	i	-9	i
CC(C)c1onc(C(=O)NC2CCCC2)c1[N+](=O)[O-]	-1	i	2	-1	0	i	i	i	i	-8	i
C[C@@H]1CC=C[C@H]2[C@H]1C(=O)N(Cc1ccccc1)[C@H]2c1ccc(Br)cc1F	6	i	1	-2	1	i	i	i	i	-3	i
N#Cc1c(Cl)cccc1N1CCC(C(N)=O)CC1	.	i	-4	-1	-2	i	i	i	i	-3	i
CC1=Nc2nc(N3CCCCCC3)c(C#N)c3c4c(nc(c23)N1)N(c1ccc2ccccc2c1)C(=O)C4	-6	i	1	-5	2	i	i	i	i	-3	i
O=C(Nc1ccc2c(c1)N(S(=O)(=O)c1cccs1)CCC2)c1c(F)cccc1Cl	-2	i	3	-2	-3	i	-11*	i	i	-13	i
Cc1cccc(NC(=O)C2CCCN(S(=O)(=O)c3c(C)nn(C)c3C)C2)n1 (stereo unspecified)	-2	i	0	-8	0	i	i	i	i	-12	i
CN(c1ccc(C(=O)NCCSC(C)(C)C)cc1)S(=O)(=O)c1ccccc1	-8	i	1	2	2	i	i	i	i	-6	i
Nn1c(SCC(=O)NC(=O)NCc2ccccc2)nnc1C1CC1	31	i	1	6	8	i	i	i	i	-5	i
O=C(NCc1ccco1)c1sc2cccc(F)c2c1Cl	2	i	3	1	-1	i	i	i	i	-9	i
Cc1ccc2c(c1)c(N=NC(N)=O)c(O)n2C	-2	i	3	0	3	i	i	i	i	-4	i
O=C(Cc1ccc([N+](=O)[O-])cc1)N/N=C/c1ccco1	-1	i	2	-3	-1	i	i	i	i	-13	i
Cc1cccn2cc(-c3ccc(S(=O)(=O)N4CCOCC4)cc3)nc12	2	i	-5	-131	1	i	i	i	i	-10	i
CC1(C)NC(=O)N(CC(O)Cn2nnc3ccccc32)C1=O (stereo unspecified)	3	i	2	.	.	i	i	i	i	0	i
COCCNc1nc2ccccc2n1CC(=O)c1ccc(OC)c(OC)c1	-5	i	0	7	0	i	i	i	i	-2	i
COc1ccccc1C(=O)NCCCNC(=O)c1cccnc1	3	i	3	7	-3	i	i	i	i	-3	i

An excerpt from above in order of formula weight, smallest number first.
SMILES	Dyrk1A ADPGlo	KCNK3 inh	GSK3B inh	HDAC3 inh	GSK3 alpha inh	KCNQ1 block	KCNK9 block	PolyA inh	RGS4 act	hERG rescue	KCNQ1 pot
Cc1ccc(C(=O)N2CCN(Cc3ccc4c(c3)OCO4)CC2)c(Cl)c1	-15	i	-1	3	-1	i	i	i	i	-10	i
CCN(Cc1ccccc1)C(=O)CN1C(=O)NC2(CC(C)CC(C)(C)C2)C1=O (stereo unspecified)	-5	i	1	0	-3	i	i	i	i	-13	i
Cc1cccc(NC(=O)C2CCCN(S(=O)(=O)c3c(C)nn(C)c3C)C2)n1 (stereo unspecified)	-2	i	0	-8	0	i	i	i	i	-12	i
O=C(O)CCC(=O)N1CCc2cc(S(=O)(=O)Nc3ccc4c(c3)OCCO4)ccc21	-5	i	-2	-4	-2	i	i	i	i	-4	i

A portion of the library (hit frequency here may not be typical).
